# High-throughput results deposited in PubChem by National Center for Advancing Translational Sciences (NCATS).
# GCN5L2 inh – GCN5L2 (KAT2A) acetyltransferase inhibition. GCN5L2 HAT assay, ThioGlo1 CoA-SH fluorescence. Potency, µM (doses to about 58.9 µM), for the others: at the top dose activity change, negative = inhibition, usual class: inhibitors. 0.21% of 390,000 active
# Target sequence (Q92830 whole entry, looked up): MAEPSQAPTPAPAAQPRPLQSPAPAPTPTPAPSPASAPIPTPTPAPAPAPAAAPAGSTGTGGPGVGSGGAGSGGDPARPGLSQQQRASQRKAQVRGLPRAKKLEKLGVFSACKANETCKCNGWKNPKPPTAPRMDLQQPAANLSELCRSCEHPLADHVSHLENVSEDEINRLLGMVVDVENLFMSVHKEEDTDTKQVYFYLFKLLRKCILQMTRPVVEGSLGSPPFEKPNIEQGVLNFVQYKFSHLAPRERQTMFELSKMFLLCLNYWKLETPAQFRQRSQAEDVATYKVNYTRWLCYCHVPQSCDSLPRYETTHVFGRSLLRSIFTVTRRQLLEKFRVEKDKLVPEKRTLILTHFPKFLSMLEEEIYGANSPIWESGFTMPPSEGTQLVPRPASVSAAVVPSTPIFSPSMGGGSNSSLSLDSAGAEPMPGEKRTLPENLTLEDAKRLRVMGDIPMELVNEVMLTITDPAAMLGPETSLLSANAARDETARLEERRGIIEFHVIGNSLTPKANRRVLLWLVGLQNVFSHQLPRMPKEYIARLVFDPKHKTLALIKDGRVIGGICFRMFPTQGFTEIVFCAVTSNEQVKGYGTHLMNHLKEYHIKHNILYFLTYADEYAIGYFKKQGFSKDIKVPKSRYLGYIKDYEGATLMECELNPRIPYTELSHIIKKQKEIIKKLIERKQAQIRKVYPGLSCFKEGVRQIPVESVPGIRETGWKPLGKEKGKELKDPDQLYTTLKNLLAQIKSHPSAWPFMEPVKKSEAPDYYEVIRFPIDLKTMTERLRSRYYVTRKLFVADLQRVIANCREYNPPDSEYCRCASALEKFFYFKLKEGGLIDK
#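 Titration-based screen in which CoA formation is detected via maleimide probe ThioGlo1 (50uM) turning fluorescent on thiol reaction; substrates H3(1-25) 75uM and acetyl-CoA 70uM, GCN5L2 20nM, 20 min incubation at room temperature.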
# DT40 TDP1 no CPT – qHTS for Inhibitors of human tyrosyl-DNA phosphodiesterase 1 (TDP1): qHTS in cells in absence of CPT; DT40 Tdp1-/- hTDP1 cells, no CPT, ATP luminescence, 48 h; Potency, µM (titrated, usually from 46.2 µM), for the others: at the top dose activity change, negative = growth inhibition, most hits filed as inhibitors; 15% of 420,000 active; further: nearly all actives have a fitted effect of over 55% in size
#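 Growth of hTDP1-complemented DT40 Tdp1-knockout cells is measured by ATP luminescence after at least 48 hr compound exposure at 37 °C, with DMSO substituting for the 20 nM CPT used in the parallel screen.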
# TDP1 cell CPT – growth inhibition of DT40 Tdp1-/-;hTDP1 cells with camptothecin (screen for TDP1 inhibitors) | AID 686979 | 12% of 420,000 active | Potency, µM (titrated, usually from 46.2 µM), for the others: at the highest dose activity change, negative = growth inhibition, actives largely listed as inhibitors | chicken DT40 Tdp1-/-;hTDP1 cells + 20 nM CPT, ATP luminescence, 48 h; further: nearly all actives have a fitted effect of over 55% in size
#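 Cell growth measured by CellTiter-Glo luminescence after a minimum 48 h, 37 C compound exposure with 20 nM CPT in Tdp1-knockout DT40 cells stably expressing hTDP1, seeded 400/well; qHTS titration format.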
# Numbers without * were called inactive; ? = inconclusive; . = not tested or not shown; & = joins results of further samples; [ ] = remark or other dose. The call rests on the fitted dose curve; in most records, active means well fitted curve in the direction sought with a large enough effect; inconclusive means small, poorly fitted or top-dose-only effect, or another doubt; inactive means no such curve, though single readings can be large; an effect the other way counts as inactive or inconclusive. On the % scale 0 is the no-effect control and ±100 the full control effect; potency means the concentration at half of the fitted maximal effect. The list is partial (hit frequency here may not be typical).
SMILES,GCN5L2 inh,DT40 TDP1 no CPT,TDP1 cell CPT
CN1CCN(c2nc3ccccc3nc2C(C#N)C(=O)OC2CCCCC2)CC1 (centres undefined),-5%,?,29µM*
O=C(CNC(=O)c1ccccc1F)Nc1ccc2c(c1)CCC2,3%,-3%,-15%
COc1cccc(N(C(=O)c2snc(C(N)=O)c2N)C(C(=O)NCC2CCCO2)c2ccc3ncccc3c2)c1 (centres undefined),-7%,-19%,7%
C=CCn1c(=O)[nH]c2nc3cc(N=CN(C)C)c(C)cc3nc2c1=O,-2%,-29%,-6%
N#Cc1ccccc1NC(=O)COC(=O)CSc1nc2ccccc2o1,-3%,-18%,0%
Cc1ccc(-c2nc(CN(C)Cc3ccc4nccnc4c3)c(C)o2)s1,-7%,-37%,?
Cn1c(SCc2ccc(Br)cc2)nc2c(c1=O)SCC2,-24%,16µM*,18µM*
CC(C)(C)NC(=O)Cn1c(=O)oc2cc(S(=O)(=O)N3CCc4ccccc43)ccc21,-8%,-27%,?
Cc1cc(NCc2ccco2)nc(N2CCC(C(=O)NC3CCCCC3)CC2)n1,-3%,?,2%
CCCc1ccc2oc(C(=O)N(C)Cc3nccs3)c(C)c2c1,-10%,?,?
COc1ccc(NC(=O)c2ccco2)c([N+](=O)[O-])c1,15%,?,6%
CC1(c2ccccc2)NC(=O)N(CC(=O)Nc2cc(C(F)(F)F)ccc2N2CCCCC2)C1=O (centres undefined),.,?,?
Cc1cc(C)n2nc(-c3cnn(C)c3C(F)(F)F)c(Cl)c2n1,8%,-14%,-25%
CCCCNc1c(-c2ccccn2)nc2nc(C)cc(C)n12,.,?,?
COC(=O)c1ccc(NC(=O)CCc2c(C)nn(-c3ccc(N4CCCC4)nn3)c2C)cc1,-5%,?,?
CCN(CC)S(=O)(=O)c1cc(NC(=O)C(C)N(C)CC(=O)Nc2c(C)cccc2C)ccc1C (centres undefined),0%,18µM*,26µM*
CC1C(=O)N2CCCc3cc(NC(=O)C(=O)NCc4ccccn4)cc1c32 (centres undefined),-3%,-9%,-21%
Cc1cccc2sc(NC(=O)CSc3nnnn3C)nc12,-12%,13%,-7%
Cc1c(NC(=O)NC(C)N2C(=O)C3C4C=CC(C4)C3C2=O)c(=O)n(-c2ccccc2)n1C (centres undefined),?,28%,3%
CCCn1nc(C(=O)Nc2ccc(N3CCOCC3)cc2)c2ccccc2c1=O,0%,-13%,-18%

# Single values from the results shown.
# Reading for CC1C(=O)N2CCCc3cc(NC(=O)C(=O)NCc4ccccn4)cc1c32 (centres undefined) in TDP1 cell CPT: -21%
# Reading for COc1ccc(NC(=O)c2ccco2)c([N+](=O)[O-])c1 in TDP1 cell CPT: 6%
# Reading for COC(=O)c1ccc(NC(=O)CCc2c(C)nn(-c3ccc(N4CCCC4)nn3)c2C)cc1 in GCN5L2 inh: -5%
# Reading for CCCn1nc(C(=O)Nc2ccc(N3CCOCC3)cc2)c2ccccc2c1=O in TDP1 cell CPT: -18%

# Next section
SMILES,GCN5L2 inh,DT40 TDP1 no CPT,TDP1 cell CPT
O=C(Nc1ncc(Cc2ccccc2Cl)s1)C1=NCCN1,1%,?,21µM*
CCOc1ccc(N=Nc2c(=O)[nH]n3c(C)cc(C)nc23)cc1,2%,-27%,-23%
COCCn1c(N)c(N(Cc2ccccc2)C(=O)C(C)Oc2ccc(Br)cc2)c(=O)[nH]c1=O (centres undefined),.,?,-1%
O=[N+]([O-])c1ccc(CN2C=NS(=O)(=O)c3ccccc32)cc1,-7%,?,-18%
COc1ccc(-c2cc(NC=O)c3ncc(-c4cccc(C(F)(F)F)c4)n3c2)c(OC)c1,.,15µM*,18µM*
N[C@H](C(=O)O)c1nn[nH]n1,-5%,-9%,-10%
CCCCNC(=O)CN(c1cc(C(F)(F)F)ccc1Cl)S(C)(=O)=O,-1%,?,-17%
CCc1cccc(C)c1NC(=O)CN1C(=O)C2(SCC(=O)N2c2cc(C)cc(C)c2)c2ccccc21 (centres undefined),-7%,16µM*,18µM*
CCCCn1c(O)c(C(CC)=Nc2ccc3c(c2)CCC3)c(=O)[nH]c1=O,-4%,-29%,-18%
CCOC(=O)c1c(-c2ccc(C)o2)csc1NC(=O)CSc1nncs1,?,16µM*,23µM*
O=C(O)CC1(CC(=O)Nc2cc3ccccc3cn2)CCCCC1,-3%,-19%,4%
C=CC(N)CCC(=O)O (centres undefined),-2%,0%&0%,-11%&0%
COc1ccc(CN(CCCn2cnc3c(OC)ncnc32)CCCn2cnc3c(OC)ncnc32)cc1,.,?,?
Nc1cc(C(=O)O)c(Oc2ccc(Cl)cc2Cl)cc1C(=O)O,-25%,-6%,6%
COc1ccc(CN2CCn3ncc(C(=O)Nc4ccc(Cl)cc4Cl)c3C2=O)cc1,-1%,?,?
CCC(=O)Nc1cccc(-n2nnnc2SCC(=O)NCc2ccco2)c1,-4%,-5%,-19%
COC(=O)[C@@]12C[C@@H](CC(=O)NCc3ccccc3)C(=O)N(Cc3ccc4c(c3)OCO4)C1=CCC(C)(C)C2,.,16µM*,16µM*
CCN1C(=O)[C@H]2[C@@H](c3ccc(C)cc3)N3C(=O)N(c4ccc(C(F)(F)F)cc4)C(=O)[C@@]3(CC(C)C)[C@H]2C1=O,-11%,16µM*,?
Cc1cc(C(=O)NC2=NCCS2)cs1,2%,-11%,-19%
CCSc1n[nH]c2nc3c(c(=O)n12)C1(CCCCC1)Cc1ccccc1-3,-9%,-37%,-23%

# Among those listed so far, 3 contain a thiophene ring, fused or not.
SMILES,GCN5L2 inh,DT40 TDP1 no CPT,TDP1 cell CPT
Cc1ccc(-c2nc(CN(C)Cc3ccc4nccnc4c3)c(C)o2)s1,-7%,-37%,?
CCOC(=O)c1c(-c2ccc(C)o2)csc1NC(=O)CSc1nncs1,?,16µM*,23µM*
Cc1cc(C(=O)NC2=NCCS2)cs1,2%,-11%,-19%

# Next section:
SMILES,GCN5L2 inh,DT40 TDP1 no CPT,TDP1 cell CPT
O=C(CC1C(=O)OCCN1Cc1ccccc1)Nc1cccc(Cl)c1 (centres undefined),-7%,-24%,?
CCn1c(=O)c(C(=O)CN2CCc3ccccc32)c(N)n(Cc2ccccc2)c1=O,-16%,?,?
Fc1ccc2c(-c3cccc(C(F)(F)F)c3)c(-c3ccccc3)ncc2c1,-11%,15µM*,?
CC1CCOC2(O1)C(=O)Nc1ccccc12 (centres undefined),-6%,7%,2%
COc1ccc(N=C2SC(CC(=O)Nc3ccccc3)C(=O)N2CC2CCCO2)cc1 (centres undefined),-3%,?,-13%
CCCCC/C=C\CCC(=O)N[C@H]1[C@H](Oc2c3cc4cc2Oc2ccc(cc2Cl)[C@@H](O[C@@H]2O[C@H](CO)[C@@H](O)[C@H](O)[C@H]2NC(C)=O)[C@@H]2NC(=O)[C@H](NC(=O)[C@@H]4NC(=O)[C@H]4NC(=O)[C@@H](Cc5ccc(c(Cl)c5)O3)NC(=O)[C@H](N)c3ccc(O)c(c3)Oc3cc(O)cc4c3)c3ccc(O)c(c3)-c3c(O[C@H]4O[C@H](CO)[C@@H](O)[C@H](O)[C@@H]4O)cc(O)cc3[C@@H](C(=O)O)NC2=O)O[C@H](CO)[C@@H](O)[C@@H]1O,.,-11%,12%[21.1 µM]
CC(=O)c1cccc(NC(=O)C(C)OC(=O)Cc2n[nH]c(=O)c3ccccc23)c1 (centres undefined),0%,-1%,9%
CCN(CC)S(=O)(=O)c1cccc(-c2n[nH]c(=S)n2/N=C/c2ccc(Br)cc2)c1,-14%,-19%,2%
COc1cccc(N2CCN(C(=O)C3CCN(S(=O)(=O)c4c(C)noc4/C=C/c4ccccc4F)CC3)CC2)c1,-4%,?,?
COc1ccc(C(=O)O)cc1S(=O)(=O)N1CCN(c2ccccn2)CC1,2%,-5%,-2%
CCOc1ccc(NC(=O)Cn2c(=O)n(CCCS(=O)(=O)C3CCCCC3)c(=O)c3ccccc32)cc1,-3%,?,?
COc1cccc(NC(=O)CN(C)C(=O)c2cc(-c3cccc(Br)c3)nc3ccccc23)c1,?,16µM*,?
c1ccc(-c2nc(N3CCOCC3)sc2-c2ccccc2)cc1,-3%,?,?
CCC1Oc2ccc(C)cc2N(CC(=O)NC2CCCCC2)C1=O (centres undefined),2%,-3%,10%
CCc1nnc(NC(=O)c2ccc(-c3ccc(Cl)cc3)o2)s1,-6%,-7%,7%
COc1cccc(/C=C2/C(=O)NN(c3ccc(C)c(C)c3)C2=O)c1,-6%,0%,13%
CCc1ccc(-c2cc(C)no2)cc1S(=O)(=O)Nc1ccc(Cl)cn1,-8%&4%,18%&-28%,?
Cc1cc(C)c(-n2nnnc2SC(C)C)c(C)c1,1%,-11%,-4%
Cc1ccc(OCC(O)CN2CCCC2)cc1 (centres undefined),-4%,1%,7%
O=[N+]([O-])c1nn(-c2ccccc2)[n+]([O-])c1N1CCN(c2ccccc2F)CC1,-4%,-7%,-18%

# Shown field by field: part of the list above
> CCc1ccc(-c2cc(C)no2)cc1S(=O)(=O)Nc1ccc(Cl)cn1
  GCN5L2 inh = -8%&4%
  DT40 TDP1 no CPT = 18%&-28%
  TDP1 cell CPT = ?

> Cc1cc(C)c(-n2nnnc2SC(C)C)c(C)c1
  GCN5L2 inh = 1%
  DT40 TDP1 no CPT = -11%
  TDP1 cell CPT = -4%

# Next part:
SMILES,GCN5L2 inh,DT40 TDP1 no CPT,TDP1 cell CPT
Cc1nc2sc(C(c3ccco3)N3CCOCC3)c(O)n2n1 (centres undefined),-4%,-7%,-6%
COC(=O)C(O)(CC(=O)Nc1cc(OC)c(OC)c(OC)c1)C(F)(F)F (centres undefined),1%,-26%,-15%
O=C(COC(=O)c1cccc(F)c1)NC(=O)NCc1ccccc1,-3%,17%,-9%
N#C/C(=C\c1cn(CCOc2ccccc2)c2ccccc12)C(=O)NCc1ccco1,-4%,-27%,?
O=C(O)C1CCCCC1C(=O)NCCc1ccncc1 (centres undefined),-4%,-7%,1%
CC1=C(C(=O)N(C(C)C)C(C)C)CC(CC(=O)NCc2cccc3ccccc23)C(=O)N1Cc1ccc(C(C)(C)C)cc1 (centres undefined),.,?,?
CCOc1ccc(/C=N/NC(=O)C(=O)NCc2ccco2)cc1,-11%,-6%,14%
O=C(O)c1ccccc1C(=O)Nc1ccccc1[N+](=O)[O-],0%,-1%,6%
C=CCNc1cccc(Br)c1,.,-19%,-22%
COc1ccc(C(=O)Nc2ccc(S(=O)(=O)Nc3ncccn3)cc2)cc1OC,12%,-5%,-4%
CCc1ccc(C(O)(c2ccccc2OC)C(CN2CCOCC2)c2ccccc2)cc1 (centres undefined),-7%,?,?
Cc1ccc(-c2cc3onc(-c4ccccc4)c3c(=O)n2C)cc1,-6%,?,?
COc1cc2c(=O)c(S(=O)(=O)c3ccc(F)cc3)cn(Cc3ccccc3C)c2cc1OC,-5%,18µM*,16µM*
Cc1cc(C)c(NC(=O)C2=CCN(S(=O)(=O)c3ccc(F)cc3)CC2)c(C)c1,3%,-23%,-7%
Cc1ccccc1Nc1c(-c2ccc(O)cc2)nc2c(C)cccn12,-15%,?,16µM*
NC1=NC[C@H](Cc2ccccc2)N1CCc1cc(C(F)(F)F)cc(C(F)(F)F)c1,-12%,15µM*,23µM*
Cc1nc(SC2CC(=O)N(c3cc(Cl)cc(Cl)c3)C2=O)nc2c1CCCC2 (centres undefined),-8%,?,21µM*
CCCCc1nccn1CCn1ccnc1CCCC,-12%,-4%,2%
CCCCn1nc(C(=O)NC2CCCCCC2)c2ccccc2c1=O,-1%,13µM*,?
CCCCNC(=O)N1CCN(C(=O)C2CCCO2)CC1 (centres undefined),4%,?,-9%
CCOC(=O)c1ccc(Nc2sc(C(=O)c3cccc([N+](=O)[O-])c3)c(N)c2C#N)cc1,-4%,0.73µM*,1µM*
COc1ccc(CC(=O)Nc2nc(C)cs2)cc1OC,-3%,?,-21%
CCOC(=O)c1c(NC(=O)Cn2nnc(-c3ccc(Cl)cc3)n2)sc(C)c1C,-7%,-19%,-26%
O=C(O)CCn1cnc2onc(-c3ccccc3Cl)c2c1=O,2%,-10%,15%
CCC[C@@H]1C=C(C(=O)OCC)[C@H](c2ccccc2)N1S(=O)(=O)c1ccc(C)cc1,.,5.2µM*,5.2µM*
CC(C)N(C(=O)COC(=O)CNC(=O)c1ccc(Br)cc1)c1ccccc1,1%,-26%,4%
CSCCC(NC(=O)c1ccco1)C(=O)O (centres undefined),-1%,-1%,-1%
CC(C)C[C@H]1CNC(=S)N1C[C@H]1CCCN1C[C@H](Cc1ccc(O)cc1)N1C[C@H](Cc2ccccc2)N(CCc2ccccc2)C1=S,.,?,?
Cn1c(C(=O)Nc2ccc3c(c2)OCCO3)cc2c(=O)n(C)c3ccccc3c21,-3%,12µM*,13µM*
COCCCn1c(C(=O)N2CCOCC2)cc2c(=O)n3cccc(C)c3nc21,.,-6%,1%
Cc1ccc(NC(=O)CN2CCCCCC2)c(Br)c1,-2%,-26%,-14%
